NTR1 ag = NTR1-driven beta-arrestin-GFP spot formation – imaging, U2OS cells, high content, primary screen (AID 493036); agonist mode; activation, % at 20 µM; 0.17% of 330,000 active;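 active means activation at or above 40% of the spot to cytoplasm intensity ratio, with at least 20 cells analyzed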;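 further: 0% = DMSO without peptide and 100% = 100 nM NTR1 peptide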
Target sequence (P30989 whole entry, looked up): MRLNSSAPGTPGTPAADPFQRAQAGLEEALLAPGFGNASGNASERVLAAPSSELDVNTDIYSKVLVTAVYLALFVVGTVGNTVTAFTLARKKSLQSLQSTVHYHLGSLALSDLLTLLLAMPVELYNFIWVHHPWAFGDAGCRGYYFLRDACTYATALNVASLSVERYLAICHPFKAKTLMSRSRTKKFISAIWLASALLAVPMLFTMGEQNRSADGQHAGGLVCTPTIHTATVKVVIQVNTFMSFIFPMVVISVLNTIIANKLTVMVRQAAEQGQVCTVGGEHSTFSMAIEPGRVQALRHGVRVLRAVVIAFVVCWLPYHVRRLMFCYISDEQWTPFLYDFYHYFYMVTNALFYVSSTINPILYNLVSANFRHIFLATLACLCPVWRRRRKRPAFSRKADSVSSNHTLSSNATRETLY
Lipid droplet = modulators of hepatic lipid droplet formation; AML12 mouse hepatocytes, oleate lipid droplets, BODIPY imaging; inhibition, % at 6.5 µM; 0.4% of 240,000 active; AID 1656;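 active means lipid droplet intensity inhibited by at least 50%, with more than 500 cells counted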
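System: AML12 hepatocytes (mouse). Probe or stimulus: oleic acid at 100 µM to induce lipid droplet formation. Times: overnight treatment with compound plus oleate. Detection: Image-based BODIPY and DAPI two-channel analysis. Evaluation: percent inhibition of filter-corrected integrated lipid droplet intensity per well.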
GPR55 LPI antagonism = inhibition of LPI-stimulated GPR55 beta-arrestin translocation – imaging, U2OS, beta-arrestin-GFP, LPI agonist, primary screen (AID 2013). U2OS GPR55 beta-arrestin-GFP translocation imaging, LPI antagonism; higher % means a stronger effect. inhibition, % at 10 µM; hits with a dose series show IC50 in µM. 0.13% of 290,000 active;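 active means spots per cell inhibited over 60%, with over 100 cells counted and total cytoplasm intensity under 500,000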;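 further: U2OS cells stably carrying GPR55 and arrestin-GFP stimulated by 5 µM LPI near EC80; imaged beta-arrestin-GFP aggregate spots per cell after agonist stimulation; plate controls were LPI-stimulated DMSO wells for no effect and DMSO wells without LPI for full effect; some results filed as inactive read as strong as hits; confirmed hits need IC50 under 10 µM and bright autofluorescent wells are also inconclusive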
GPR55 beta-arrestin = selective activators of receptor GPR55 – imaging, U2OS cells, beta-arrestin-GFP redistribution, primary screen (AID 1961); 0.048% of 290,000 active; U2OS GPR55 beta-arrestin-GFP redistribution imaging; higher % means a stronger effect; activation, % at 10 µM, or EC50 in µM where a hit was titrated;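 active means activation above 40% with more than 50 cells counted in the well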;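 further: U2OS osteosarcoma cells stably expressing GPR55 and beta-arrestin-GFP; plate controls were DMSO negative control for no effect and LPI positive control for full effect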
SV40 large T antigen = SV40 large T antigen inhibitors, biochemical (AID 1903); inhibition, % at 20 µM, or IC50 in µM where a hit was titrated; 0.39% of 310,000 active; SV40 large T antigen ATPase/helicase inhibition assay; higher % means a stronger effect; in the data active means a potency from the dose series; further: strong numbers were not always called active
MgcRacGAP inhibition = MgcRacGAP GTPase-activating activity inhibitors, confirmation, biochemical, ADP Hunter fluorescence. inhibition, % at 30 µM; hits with a dose series show IC50 in µM. MgcRacGAP-stimulated Rac1 GTP hydrolysis, ADP Hunter fluorescence; higher % means a stronger effect; GST-tagged Rac1 F28L mutant substrate. 0.6% of 340,000 active;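 active means first-screen hits whose inhibition reached a set limit at any dose in the follow-up dose series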;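 further: fluorescence reports GDP produced by GAP-driven GTP hydrolysis; strong numbers were not always called active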
T cell HTS = T cell immune modulation candidate | 2C CD8+ T cell-vesicle binding, flow cytometry; active compounds read low | calls only at 7 µM | 0.068% of 330,000 active | AID 2052;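 active means response, share of CD8 T cells binding vesicles, and their 90th percentile fluorescence all below set limits, cut at about 80% in these data, passing the limit was not always enough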
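Material: murine 2C transgenic CD8+ T lymphocytes / Also added: QL9-peptide-loaded Drosophila micro-vesicles bearing Ld, ICAM-1 and B7-1 / Schedule: binding step 1.5 h, 37 °C, antibody labelling 20 min, ice / Signal: flow cytometry, PE anti-B7-1 (FL2) versus Alexa647 anti-CD8 (FL8), PFA-fixed / Evaluation: percent CD8+ FL2 mean versus row control / Benchmarks: naked versus QL9-loaded vesicles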
LYP inhibition = inhibitors of LYP phosphatase, biochemical, fluorescence intensity, uHTS (AID 1779). recombinant LYP phosphatase, fluorescence intensity; higher % means a stronger effect. inhibition, % at 11.5 µM; hits with a dose series show IC50 in µM. 0.054% of 290,000 active; in the data active means inhibition above about 50%;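 further: plate controls were vehicle with enzyme for no effect and no enzyme for full effect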
GPR35 arrestin U2OS = GPR35 antagonists blocking zaprinast-driven arrestin recruitment, primary screen, imaging, U2OS, beta-arrestin-GFP, zaprinast agonist (AID 2058); U2OS GPR35 beta-arrestin-GFP translocation imaging, zaprinast antagonism; higher % means a stronger effect; inhibition, % at 10 µM; hits with a dose series show IC50 in µM; 0.052% of 290,000 active;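 active means inhibition of at least 50% with at least 30 cells and total cytoplasm GFP at most 10,000,000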
Lipid droplet cells 6.5 µM = also measured in Lipid droplet; calls as there; cell count; measured here: cell count, cytotoxicity flag;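 cells counted across two imaged fields per well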
T cell HTS vesicle-bound % = further read-out of T cell HTS, marked with its call; double positive events, %; measured here: CD8+ vesicle-bound cell fraction;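 binding gate set so that unloaded-vesicle control wells show 10% double positive cells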
NTR1 ag cell count 20 µM = also measured in NTR1 ag; calls as there; cell count; measured here: cell count, cytotoxicity flag
* marks the source's active call; other numbers are inactive results; i = inactive; x = not tested or not shown; & = joins results of further samples.

SMILES	NTR1 ag	NTR1 ag cell count 20 µM	Lipid droplet	Lipid droplet cells 6.5 µM	GPR55 LPI antagonism	GPR55 beta-arrestin	SV40 large T antigen	MgcRacGAP inhibition	T cell HTS	T cell HTS vesicle-bound %	LYP inhibition	GPR35 arrestin U2OS
CCOC(=O)C1=C(C)NC(=O)CC1c1cc2c(cc1[N+](=O)[O-])OCO2 (centres undefined)	1.3	43	-65	724	-1%	0.1%	12%	100µM*	i	46	-4%	-13%
CC(C)(C)N(Cc1ccccc1)C(=O)COC(=O)CN1C(=O)C2CC=CCC2C1=O (centres undefined)	1.5	52	-4	812	13%	-0.1%	2%	3%	i	29	-8%	-11%
CCOc1ccc(C(=O)Nc2nnn(CC)n2)cc1	1.5	71	x	x	8%	-0.2%	4%	10%	i	41	-4%	-9%
COC(=O)c1ccc(/C=N/Nc2nc(-c3ccccc3)cs2)cc1	0.2	56	16	642	6%	-0.2%	23%	7%	i	48	-7%	1%
O=S(=O)(Nn1cnnc1)c1ccc2ccccc2c1	0.8	47	-1	661	4%	-0.3%	6%	2%	i	36	-6%	-7%
CN(Cc1cnccn1)C(=O)c1cc(COc2cccc(C(F)(F)F)c2)on1	-0.3	73	-3	870	-1%	0.0%	x	7%	x	x	-12%	-3%
CCOC(=O)N1CCC(N2C(=O)c3ccc(C(=O)Nc4ccc(OC)c(OC)c4)cc3C2=O)CC1	2.2	63	-12	796	4%	0.3%	-2%	-19%	i	17	-9%	8%
CCOc1cccc(/C=N/N2CCN(c3ccc(Cl)cc3)CC2)c1O	4.5	108	-12	718	2%	0.0%	10%	9%	i	50	-1%	15%
CCOC(=O)c1ccc(-c2nnc(-c3ccc(Cl)cc3Cl)o2)cc1	8.4	69	14	736	7%	-0.1%	8%	2%	i	21	0%	14%
CCCn1c(CCc2ccccc2)nnc1SCC(=O)N1CCCC1	-0.4	62	-2	658	7%	-0.2%	-9%	9%	i	48	-4%	11%
COC(=O)[C@@H](Cc1ccccc1)NC(=O)NCCc1c[nH]c2ccccc12	-1.2	46	-6	815	-4%	-0.1%	26%	7%	i	33	-2%	1%
COc1ccc(C(=O)Nc2cc3c(cc2C#N)OCO3)cc1S(=O)(=O)NCc1ccco1	0.2	58	x	x	20%	0.2%	x	3%	i	51	1%	6%
COc1ccc(C2CN=NC23CCCc2ccccc2C3=O)cc1 (centres undefined)	-1.6	77	x	x	-1%	-0.1%	7%	3%	i	36	-4%	-16%
CC1=C(C(=O)c2ccccc2)C(c2cn(-c3ccccc3)nc2-c2ccc(Cl)cc2)NC(=S)N1 (centres undefined)	2.0	76	x	x	33%	-0.2%	9%	9%	x	x	-4%	-3%
CCCc1cc(=O)oc2cc(C)cc(OC(C)C(=O)NCC(O)c3ccccc3)c12 (centres undefined)	0.9	60	-2	753	-2%	-0.2%	10%	11%	i	38	-1%	1%
COc1ccc(C2c3ccc4ccccc4c3Oc3ncn(CCCO)c(=N)c32)cc1OC (centres undefined)	1.1	28	-1	783	37%	0.0%	9%	14%	i	46	-6%	4%
COc1ccc(C(=O)N2CCN(Cc3cc(OC)ccc3OC)CC2)cc1	-0.6	56	-1	826	4%	0.3%	4%	26%	i	2	-8%	-5%
Cc1cc(Nc2ccccc2)n(C(=O)c2ccc(Cl)cc2)n1	2.5	44	21	771	3%	-0.3%	11%	7%	i	31	-2%	3%
Cc1ccc(S(=O)(=O)n2nnc3ccccc32)c(C)c1C	-0.5	49	6	685	4%	-0.1%	4%	-11%	i	68	-4%	-19%
C=CCNc1nc2c(c(=O)[nH]c(=O)n2C)n1CCCc1ccccc1	1.6	84	x	x	7%	-0.1%	-4%	-14%	i	40	-8%	5%
CCCCNC(=O)C1CCCN(S(=O)(=O)c2ccc(S(=O)(=O)NCC(C)C)cc2)C1 (centres undefined)	0.2	60	0	778	11%	0.0%	1%	0%	i	15	-8%	1%
Oc1c(Br)cc(Br)cc1CNc1ccc(F)cc1	3.3	51	19	636	-9%	0.4%	6%	8%	i	50	-6%	-8%
NC(=O)c1cccnc1Nc1ccccc1F	-1.2	66	12	698	0%	-0.2%	1%	-1%	i	53	1%	1%
O=C(Cn1ncc2c(=O)oc3ccccc3c21)NC1CC1	1.0	56	x	x	11%	0.5%	10%	5%	i	39	-6%	7%
COc1cc(NC(=S)Nc2cccc(C)n2)cc(OC)c1OC	1.6	85	-5	640	-5%	0.2%	6%	2%	i	50	-3%	-12%
NC(=O)CC(NC(=O)Cc1cccc2ccccc12)c1ccc(N2CCCCCC2)c([N+](=O)[O-])c1 (centres undefined)	13	71	x	x	0%	-0.3%	19%	9%	i	10	-12%	0%
COc1ccc(CNc2nc(NC(C)=O)nn2-c2ccccc2)cc1	-0.7	61	-2	836	10%	-0.1%	8%	3%	i	59	-6%	-3%
O=C(COC(=O)Cc1c(F)cccc1Cl)NC1CCS(=O)(=O)C1 (centres undefined)	-0.1	55	x	x	x	x	5%	-6%	i	19	x	x
CCOC(=O)c1c(-c2ccc(OCC)cc2)csc1NC(=O)CCN1C(=O)c2ccccc2C1=O	0.7	46	-2	587	-4%	-0.3%	24%	x	i	46	-2%	6%
CCOc1cc(C#N)c(NC(=O)c2cccnc2Cl)cc1OCC	0.9	87	x	x	-2%	-0.1%	10%	3%	i	29	-2%	6%
O=C(COc1ccc(F)cc1Cl)Nc1ccccc1C(=O)N1CCCCC1	1.3	40	x	x	x	x	6%	0%	i	29	x	x
O=[N+]([O-])c1ccc2c(c1Nc1ccccc1)=NC1(CCCCC1)N=2	0.7	49	x	x	1%	0.5%	9%	6%	i	19	-7%	-2%
CS(=O)(=O)N1CCN(c2ccc(NC(=S)NC(=O)c3ccccc3[N+](=O)[O-])cc2)CC1	2.1	22	17	679	1%	1.0%	12%	9%	i	24	1%	-1%
O=C(/C=C/c1ccco1)NCCCN1CCOCC1	0.9	37	-12	514	10%	0.2%	21%	4%	i	45	-4%	21%
Cc1ccc(C)c(N2CCN(CCCc3ccccc3)CC2)c1	1.3	69	-6	769	17%	-0.3%	13%	-8%	i	56	-8%	-1%
CC1CCCC(C)N1C(=O)CSc1nnc(-c2cccs2)o1 (centres undefined)	0.1	51	-7	682	3%	-0.1%	2%	8%	i	31	-4%	-4%
CSc1ccccc1OCc1cc(C(=O)NCCc2ccco2)no1	-1.4	53	23	588	15%	-0.1%	7%	6%	i	11	-5%	-2%
COc1ccc(N2CCN(C(=O)Cc3coc4cc(C)ccc34)CC2)cc1	-0.4	32	2	689	7%	-0.6%	15%	24%	i	22	-3%	-7%
Cc1ccc(C)c(S(=O)(=O)N=Nc2c(O)[nH]c3ccccc23)c1	-0.4	45	1	670	-17%	-0.5%	8%	5%	i	39	-4%	-6%
O=C(c1cc(COc2ccc(F)cc2Cl)on1)N1CC2C[C@@H]3CC1C[C@H](C2)C3	12	60	24	738	4%	-0.1%	-6%	8%	i	15	-7%	6%

Fetched by structure from above (2):
SMILES	NTR1 ag	NTR1 ag cell count 20 µM	Lipid droplet	Lipid droplet cells 6.5 µM	GPR55 LPI antagonism	GPR55 beta-arrestin	SV40 large T antigen	MgcRacGAP inhibition	T cell HTS	T cell HTS vesicle-bound %	LYP inhibition	GPR35 arrestin U2OS
O=C(c1cc(COc2ccc(F)cc2Cl)on1)N1CC2C[C@@H]3CC1C[C@H](C2)C3	12	60	24	738	4%	-0.1%	-6%	8%	i	15	-7%	6%
O=C(/C=C/c1ccco1)NCCCN1CCOCC1	0.9	37	-12	514	10%	0.2%	21%	4%	i	45	-4%	21%

The results go on.
SMILES	NTR1 ag	NTR1 ag cell count 20 µM	Lipid droplet	Lipid droplet cells 6.5 µM	GPR55 LPI antagonism	GPR55 beta-arrestin	SV40 large T antigen	MgcRacGAP inhibition	T cell HTS	T cell HTS vesicle-bound %	LYP inhibition	GPR35 arrestin U2OS
Nc1cccc(Nc2nc(OC(C(F)(F)F)C(F)(F)F)nc(OC(C(F)(F)F)C(F)(F)F)n2)c1	7.3	28	x	x	33%	-0.1%	19%	2%	i	23	8%	18%
CCCCOC(=O)c1cc(C)nc2ccc(Br)cc12	4.4	48	1	786	2%	0.0%	-3%	4%	i	11	-7%	-4%
O=C(C1CCN(S(=O)(=O)N2CCC3(CC2)OCCO3)CC1)N1CCN(Cc2ccccc2)CC1	0.0	50	x	x	13%	-2.3%	5%	2%	i	4	-10%	3%
CCCc1nn2c(N)c(/C=C3\C=Nc4ccccc43)c(=O)nc2s1	5.5&5.8	45&44	-2&13	773&615	6%&6%	0.4%&-0.2%	10%&23%	4%&7%	i	24&59	-2%&3%	-2%&-1%
Cn1c(-c2cc(Cl)ccc2O)nc2c1c(=O)[nH]c(=O)n2Cc1ccccc1	2.1	113	1	701	17%	0.1%	17%	x	i	49	-4%	-3%
COC(=O)c1nc(NNC(=O)c2ccccc2)sc1-c1ccccc1	0.9	89	0	667	-8%	-0.1%	17%	6%	i	37	-7%	-9%
CCn1c(SCC(=O)NCCc2ccccc2)nc2c([nH]c3ccccc32)c1=O	1.5	48	2	803	15%	0.0%	-4%	7%	i	16	-8%	-16%
COc1ccc(NC(=O)c2ccc(N3C(=O)C4CC=C(C)CC4C3=O)cc2)c(OC)c1 (centres undefined)	0.3	89	22	403	7%	-0.1%	3%	8%	i	30	-1%	-7%
O=C(CSC(=S)N1CCCC1)N1CCN(S(=O)(=O)c2ccccc2F)CC1	0.2	57	x	x	x	x	11%	1%	i	38	x	x
CCOC(=O)NN1C(=O)c2ccccc2NC1C (centres undefined)	-0.9	45	-1	748	18%	-0.5%	28%	9%	i	33	-13%	-6%
N#C/C(=C\Nc1ccc2c(c1)OCCO2)c1nc(-c2ccccc2)cs1	3.8	90	4	598	5%	0.2%	-1%	5%	i	52	-2%	2%
Cc1onc(-c2ccccc2)c1C(=O)Nc1ccon1	2.9	75	1	748	-1%	-0.1%	16%	2%	i	30	-9%	11%
CCCn1nnnc1NCc1ccc(N2CCCC2)cc1	-1.4	93	-28	753	9%	-0.5%	9%	11%	i	51	-6%	4%
Nc1c(C(=O)O)sc2nc(-c3ccccc3)cc(-c3ccc(Cl)cc3)c12	4.0	68	3	750	6%	-0.1%	12%	9%	i	20	10%	-14%
CCn1c(=O)[nH]c2cc(Cl)c(Cl)cc21	0.2	44	x	x	x	x	15%	3%	i	31	x	x
CCOC(=O)c1c(Cc2cccc(Cl)c2)c[nH]c1C	-1.1	105	-17	704	3%	-0.2%	15%	2%	i	56	-10%	4%
